From PubChem BioAssay
AID2073 = disruptors of CaV2.2 binding to Mint1 – biochemical, HTRF (AID 2073); inhibition, % at 20 µM; hits with a dose series show IC50 in µM; 290,000 tested, 0.19% active; HTRF protein-protein interaction, Mint1-CaV2.2; higher % means a stronger effect; in the data active = inhibition mostly above about 51%, no sharp cut-off; inconclusive = no clear call, values can overlap the other calls; inactive = mostly below about 53%; note: some results filed as inactive read as strong as hits
RSV antiviral HEp-2 = RSV antiviral activity via CPE protection, HEp-2 cells, primary 10 µM value included (AID 2391). 310,000 tested, 0.13% active. HEp-2 cells, RSV-induced CPE inhibition; higher % means a stronger effect. one-dose CPE inhibition, % at 10 µM; IC50 in µM for titrated hits; in the data active = a potency from the dose series; inconclusive = CPE inhibition mostly from about 23% at the one dose, without a potency; inactive = the rest, 99 in 100 with CPE inhibition below about 21%; note: strong numbers were not always called active
MgcRacGAP inhibition = MgcRacGAP GTPase-activating activity inhibitors, confirmation, biochemical, ADP Hunter fluorescence; MgcRacGAP-stimulated Rac1 GTP hydrolysis, ADP Hunter fluorescence; higher % means a stronger effect; GST-tagged Rac1 F28L mutant substrate; inhibition, % at 30 µM; hits with a dose series show IC50 in µM; 340,000 tested, 0.6% active;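 active = first-screen hits whose inhibition reached a set limit at any dose in the follow-up dose series; inconclusive = inhibition above the set first-screen limit but never retested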;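 note: fluorescence reports GDP produced by GAP-driven GTP hydrolysis; strong numbers were not always called active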
Dengue-2 NS5 capping = Dengue-2 NS5 methyltransferase inhibitors, primary screen, biochemical, confirmation dose response (AID 588689); Dengue-2 NS5 methyltransferase capping enzyme assay, biochemical; higher % means a stronger effect; inhibition, % at 25 µM, or IC50 in µM where a hit was titrated; 340,000 tested, 0.3% active; in the data active = a potency from the dose series; inconclusive = inhibition above about 29% without an active follow-up result
XIAP antagonists = XIAP antagonists, biochemical, IAP family, fluorescence polarization (AID 1018). 200,000 tested, 0.007% active. XIAP BIR domain, fluorescence polarization peptide displacement; higher % means a stronger effect. displacement, % at 20 µM, or IC50 in µM where a hit was titrated; in the data active = displacement above about 50%; note: a part of the inactive calls stands beside numbers as strong as those of hits
HIV peptide binding = inhibitors of HIV fusion peptide binding, primary screen, biochemical, uHTS, fluorescence dequenching (AID 1986); cell-free peptide binding, fluorescence dequenching, 30 min; higher % means a stronger effect; one-dose inhibition, % at 20 µM; IC50 in µM for titrated hits; 290,000 tested, 0.3% active; in the data active = inhibition mostly above about 52%, no sharp cut-off; inactive = mostly below about 76%; note: some results filed as inactive read as strong as hits
SIAH1 antagonists = blockers of Siah-1 interaction with plectin peptide – biochemical, fluorescence polarization, rhodamine-plectin, uHTS, primary screen (AID 1817) | 290,000 tested, 0.02% active | Siah-1 / rhodamine-plectin peptide fluorescence polarization; higher % means a stronger effect | one-dose displacement, % at 20 µM; IC50 in µM for titrated hits;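 active = displacement of at least 50% at 20 µM, with a fluorescence ratio check between 0.3 and a set limit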;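 note: plate controls were Siah plus tracer with DMSO for no effect and tracer alone without Siah for full effect; strong numbers were not always called active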
Large T inhibition = SV40 large T antigen inhibitors, biochemical (AID 1903); SV40 large T antigen ATPase/helicase inhibition assay; higher % means a stronger effect; inhibition, % at 20 µM; hits with a dose series show IC50 in µM; 310,000 tested, 0.39% active; in the data active = a potency from the dose series; inconclusive = inhibition mostly from about 32% at the one dose, without a potency; inactive = the rest, 99 in 100 with inhibition below about 32%; note: strong numbers were not always called active
LYP inhibition = PTPN22 lymphoid phosphatase activity blockers – biochemical, fluorescence intensity, uHTS (AID 1779); recombinant LYP phosphatase, fluorescence intensity; higher % means a stronger effect; inhibition, % at 11.5 µM; hits with a dose series show IC50 in µM; 290,000 tested, 0.054% active; in the data active = inhibition above about 50%;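 note: plate controls were vehicle with enzyme for no effect and no enzyme for full effect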
* hit, by the source's call. An unsorted share of the library. About 1.7% of those tested had a hit in this group.

Start of the data: the first three compounds as a preview:
For CCCC(=O)OCCNc1cc(Sc2nc3ccccc3[nH]2)c2nonc2c1[N+](=O)[O-] the results were AID2073 5%, RSV antiviral HEp-2 -2.4%, MgcRacGAP inhibition 10%, Dengue-2 NS5 capping 20%, XIAP antagonists -1.7%, HIV peptide binding 0.8%, SIAH1 antagonists 25%, Large T inhibition 18% and LYP inhibition 0%.
For C/C=C/n1ccnc1CC(O)(c1ccccc1)c1ccc(C)cc1 (configuration not stated) the results were RSV antiviral HEp-2 2.4%, MgcRacGAP inhibition 10%, Dengue-2 NS5 capping 9% and Large T inhibition 6%.
Screening N#Cc1ccc(OCc2noc(-c3ccsc3)n2)cc1 returned AID2073 25%, MgcRacGAP inhibition 8%, Dengue-2 NS5 capping -5%, HIV peptide binding -0.3%, SIAH1 antagonists -1%, Large T inhibition 8% and LYP inhibition -7%.

Results, repeating the preview:
For CCCC(=O)OCCNc1cc(Sc2nc3ccccc3[nH]2)c2nonc2c1[N+](=O)[O-] the results were AID2073 5%, RSV antiviral HEp-2 -2.4%, MgcRacGAP inhibition 10%, Dengue-2 NS5 capping 20%, XIAP antagonists -1.7%, HIV peptide binding 0.8%, SIAH1 antagonists 25%, Large T inhibition 18% and LYP inhibition 0%.
For C/C=C/n1ccnc1CC(O)(c1ccccc1)c1ccc(C)cc1 (configuration not stated) the results were RSV antiviral HEp-2 2.4%, MgcRacGAP inhibition 10%, Dengue-2 NS5 capping 9% and Large T inhibition 6%.
Screening N#Cc1ccc(OCc2noc(-c3ccsc3)n2)cc1 returned AID2073 25%, MgcRacGAP inhibition 8%, Dengue-2 NS5 capping -5%, HIV peptide binding -0.3%, SIAH1 antagonists -1%, Large T inhibition 8% and LYP inhibition -7%.
For CC1C(=O)N2CCCc3cc(S(=O)(=O)NCc4ccc(Cl)cc4)cc1c32 (configuration not stated) the results were AID2073 4%, RSV antiviral HEp-2 10%, MgcRacGAP inhibition 15%, Dengue-2 NS5 capping -7%, HIV peptide binding -1.2%, SIAH1 antagonists 26%, Large T inhibition 10% and LYP inhibition -7%.
Screening Cc1sc2nc(C(C)C)nc(SCC(=O)N3c4ccccc4CC3C)c2c1C (configuration not stated) returned AID2073 -7%, RSV antiviral HEp-2 16%, MgcRacGAP inhibition 4%, Dengue-2 NS5 capping -10%, XIAP antagonists -6.9%, HIV peptide binding 0.8%, SIAH1 antagonists 0%, Large T inhibition 2% and LYP inhibition 3%.
O=[N+]([O-])c1ccc(COc2cccc(CNc3ccc(F)cc3)c2)cc1 was read as AID2073 -6%, RSV antiviral HEp-2 inconclusive, MgcRacGAP inhibition -2%, Dengue-2 NS5 capping -2%, XIAP antagonists -0.8%, HIV peptide binding 0.7%, SIAH1 antagonists -9%, Large T inhibition 0% and LYP inhibition -1%.
Screening COc1ccc(S(=O)(=O)N(C)C2CCS(=O)(=O)C2)cc1OC (configuration not stated) returned AID2073 5%, RSV antiviral HEp-2 -0.4%, MgcRacGAP inhibition 3%, Dengue-2 NS5 capping -3%, XIAP antagonists -2.8%, HIV peptide binding 0.3%, SIAH1 antagonists -4%, Large T inhibition 0% and LYP inhibition 1%.
O=C(CCCOc1ccc(Cl)cc1)Nc1ccc(N2CCOCC2)cc1 was read as AID2073 -8%, RSV antiviral HEp-2 0.2%, MgcRacGAP inhibition 2%, Dengue-2 NS5 capping 2%, XIAP antagonists -6.7%, HIV peptide binding -3.0%, SIAH1 antagonists -10% and LYP inhibition -10%.
Cc1ccc(C)c(N(C(=O)Cc2cccs2)C(C(=O)NC2CCCC2)c2ccc(C)o2)c1 (configuration not stated) was read as AID2073 -3%, RSV antiviral HEp-2 0.2%, MgcRacGAP inhibition -1%, Dengue-2 NS5 capping -3%, XIAP antagonists -3.2%, HIV peptide binding -0.4%, SIAH1 antagonists 2%, Large T inhibition 16% and LYP inhibition 7%.
`CCOc1ccc(N(CC(=O)NCc2ccc(F)cc2)C(=O)CCC(=O)Nc2nccs2)cc1` gave AID2073 -1%, RSV antiviral HEp-2 3.6%, MgcRacGAP inhibition 9%, Dengue-2 NS5 capping -8%, HIV peptide binding 0.2%, SIAH1 antagonists 2%, Large T inhibition 7% and LYP inhibition -7%.
Cc1cc(C(=O)Nc2c(C)nn(Cc3c(Cl)cccc3Cl)c2C)no1 was read as AID2073 7%, RSV antiviral HEp-2 -0.1%, MgcRacGAP inhibition 5%, Dengue-2 NS5 capping -2%, XIAP antagonists -1.6%, HIV peptide binding -1.2%, SIAH1 antagonists -4%, Large T inhibition 1% and LYP inhibition -10%.
Cc1[nH]c(C)c(C(=O)O)c1CNC1CCCCC1C (configuration not stated) was read as AID2073 -3%, XIAP antagonists 0.0%, HIV peptide binding -2.7%, SIAH1 antagonists -1%, Large T inhibition 18% and LYP inhibition 22%.
O=C(NCCN1CCOCC1)C(=O)NCC1OCCCN1S(=O)(=O)c1cc(F)ccc1F (configuration not stated) was read as AID2073 5%, RSV antiviral HEp-2 1.1%, MgcRacGAP inhibition 12%, Dengue-2 NS5 capping -4%, HIV peptide binding 0.6%, SIAH1 antagonists 4%, Large T inhibition 27% and LYP inhibition -10%.
For Cc1cc(Br)ccc1NC(=O)CN(C)C(=O)Cn1c(=O)cnc2ccccc21 the results were AID2073 2%, RSV antiviral HEp-2 0.8%, MgcRacGAP inhibition 5%, Dengue-2 NS5 capping -3%, HIV peptide binding -3.0%, SIAH1 antagonists 0%, Large T inhibition 16% and LYP inhibition -5%.
For CCNC(=O)CC1C(=O)N(c2ccc(F)cc2)C(=O)N1CCc1ccc(OC)cc1 (configuration not stated) the results were AID2073 5%, MgcRacGAP inhibition 8%, Dengue-2 NS5 capping -7%, XIAP antagonists 0.9%, HIV peptide binding 2.9%, SIAH1 antagonists -2%, Large T inhibition 5% and LYP inhibition -8%.
`COC(=O)c1ccc(Cn2nc(C)cc2C)cc1` gave AID2073 -4%, RSV antiviral HEp-2 2.3%, MgcRacGAP inhibition 9%, Dengue-2 NS5 capping 2%, XIAP antagonists -3.1%, HIV peptide binding 0.3%, SIAH1 antagonists -1%, Large T inhibition -2% and LYP inhibition -5%.
Cc1cc(C)n2nc(C(=O)Oc3ccc4c(c3)OCO4)nc2n1 was read as AID2073 -15%, RSV antiviral HEp-2 0.1%, MgcRacGAP inhibition 22%, Dengue-2 NS5 capping -4%, XIAP antagonists 1.1%, HIV peptide binding -0.7%, SIAH1 antagonists -1% and LYP inhibition -5%.
CCN(CC)CCn1c(SCC(=O)NCc2ccccc2)nc2c(sc3ccccc32)c1=O was read as AID2073 5%, RSV antiviral HEp-2 -2.0%, MgcRacGAP inhibition 1%, Dengue-2 NS5 capping 1%, XIAP antagonists -1.5%, HIV peptide binding 5.8%, SIAH1 antagonists -2%, Large T inhibition 2% and LYP inhibition -2%.
`COc1ccc(/C(O)=C2/C(=O)C(=O)N(CCN(C)C)C2c2ccc(F)cc2)cc1Cl` (configuration not stated) gave AID2073 8%, RSV antiviral HEp-2 0.8%, MgcRacGAP inhibition 3%, Dengue-2 NS5 capping 4%, XIAP antagonists -11%, HIV peptide binding -2.9%, SIAH1 antagonists -4%, Large T inhibition 3% and LYP inhibition -8%.
C=CCOc1cccc(/C=N/NC(=O)CN2CCCCC2)c1 was read as AID2073 0%, RSV antiviral HEp-2 1.7%, MgcRacGAP inhibition 8%, Dengue-2 NS5 capping 2%, HIV peptide binding 0.7%, SIAH1 antagonists 8%, Large T inhibition 20% and LYP inhibition -8%.
For Cc1ccc2cc(C3CC(c4ccco4)=NN3C(=O)CCCC(=O)O)c(Cl)nc2c1 (configuration not stated) the results were AID2073 -13%, RSV antiviral HEp-2 0.7%, MgcRacGAP inhibition 7%, Dengue-2 NS5 capping -1%, HIV peptide binding 21%, SIAH1 antagonists -3%, Large T inhibition -11% and LYP inhibition 1%.
Screening NC(=O)NC(=O)Nc1ccccc1Cl returned AID2073 5%, RSV antiviral HEp-2 11%, MgcRacGAP inhibition 12%, Dengue-2 NS5 capping -6%, XIAP antagonists -1.4%, HIV peptide binding -2.3%, SIAH1 antagonists -2%, Large T inhibition 2% and LYP inhibition 0%.
Screening COCCCNC(=O)c1ccc(S(=O)(=O)c2ccc(C)cc2)c(NC(C)=O)c1 returned AID2073 0%, RSV antiviral HEp-2 0.5%, MgcRacGAP inhibition 9%, Dengue-2 NS5 capping 1%, HIV peptide binding 0.4%, SIAH1 antagonists 1%, Large T inhibition 23% and LYP inhibition -12%.
For Cc1[nH]c2ccc(C(=O)Nc3ccncc3)cc2c1C the results were AID2073 6%, RSV antiviral HEp-2 12%, MgcRacGAP inhibition -2%, Dengue-2 NS5 capping -17%, HIV peptide binding 0.7%, SIAH1 antagonists 0%, Large T inhibition 10% and LYP inhibition 2%.
CCOc1ccc(C)cc1S(=O)(=O)NC1CCCCC1 was read as AID2073 -7%, RSV antiviral HEp-2 0.9%, MgcRacGAP inhibition 5%, Dengue-2 NS5 capping -4%, XIAP antagonists -2.2%, HIV peptide binding 0.8%, SIAH1 antagonists -2%, Large T inhibition 2% and LYP inhibition 1%.
CC(C)(C)NC(=O)c1ccncc1 was read as AID2073 -2%, RSV antiviral HEp-2 -0.2%, MgcRacGAP inhibition 12%, Dengue-2 NS5 capping 2%, XIAP antagonists 0.5%, HIV peptide binding -0.3%, SIAH1 antagonists 3%, Large T inhibition 1% and LYP inhibition -5%.
Screening O=C1N/C(=N\S(=O)(=O)Cc2ccccc2)S/C1=C/c1cc([N+](=O)[O-])ccc1O returned AID2073 26%, RSV antiviral HEp-2 -1.0%, MgcRacGAP inhibition 14%, Dengue-2 NS5 capping -38%, HIV peptide binding 70%*, SIAH1 antagonists 13%, Large T inhibition 20% and LYP inhibition 0%.
Screening O=C(Nc1ccnn1C1CCN(CCCC2CCCC2)CC1)c1ccccc1 returned AID2073 -9%, RSV antiviral HEp-2 -1.3%, MgcRacGAP inhibition 9%, Dengue-2 NS5 capping -7%, HIV peptide binding -1.2%, SIAH1 antagonists -7%, Large T inhibition 14% and LYP inhibition -3%.
For Cc1cc(C)cc(N2Cc3ccccc3C2)c1 the results were AID2073 -6%, RSV antiviral HEp-2 12%, MgcRacGAP inhibition 13%, Dengue-2 NS5 capping 3%, XIAP antagonists -2.9%, HIV peptide binding -2.9%, SIAH1 antagonists 3%, Large T inhibition 5% and LYP inhibition -3%.
Screening CCOC(=O)C1=C(N)N2C(=O)C(C)SC2=C(C(=O)OCC)C1c1cc(OC)c(OC)c(OC)c1 (configuration not stated) returned AID2073 -13%, RSV antiviral HEp-2 0.8%, MgcRacGAP inhibition 3%, Dengue-2 NS5 capping 2%, HIV peptide binding -3.0%, SIAH1 antagonists 1%, Large T inhibition 17% and LYP inhibition 3%.
